Bioassay records as filed in PubChem.
S-ASM inh – Inhibitors of Secretory Acid Sphingomyelinase (S-ASM): qHTS; 340,000 tested, 0.006% active; placental ASM, HMU-PC fluorogenic substrate, 60 min; AID 504937, 2011; Potency, µM (top dose mostly 57.5 µM), for inactives: at the highest dose activity change, negative = inhibition, most hits filed as inhibitors; Sphingomyelin phosphodiesterase (Homo sapiens), P17405; also: potency is read from the fitted curve at half-maximal effect
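Fluorogenic HMU-PC substrate (9 uM final) is turned over by placental ASM in 60 min at 37 C after a 10 min compound preincubation. Reaction ended by alkaline stop (pH 10), with fluorescence read at 386/447 nm.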
MBNL1-CUG inh – qHTS Assay for Inhibitors of MBNL1-poly(CUG) RNA binding | 280,000 tested, 0.036% active | Muscleblind-like protein 1 (Homo sapiens), Q9NR56 | Potency, µM (top dose mostly 57.5 µM), for inactives: top-dose activity change, negative = inhibition, most hits filed as inhibitors | TR-FRET MBNL1-His/biotin-(CUG)12 binding, 665/545 ratio | AID 2675, 2010; active = well fitted inhibition curve with a large enough effect in the signal ratio, with a control signal flat, not every such curve was filed as active; inconclusive = small, poorly fitted or top-dose-only effect, or effect the other way, or a change in a side signal; inactive = no such curve, though single readings can be large or run the other way; the % refers to the signal ratio; also: potency is read from the fitted curve at half-maximal effect; % is scaled to controls: 0 for no effect and ±100 for the full control effect
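MBNL1-His + Biotin-(CUG)12, cpd titration 92 nM–58 uM; Tb anti-His Ab 0.055 ng/ul, SA-XL665 5 nM (final); 60 min RT; ratiometric 665/545 nm, Ex 340 nm; normalized to buffer and full-complex controls.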
PTAP TSG101 blk – qHTS Assay for Iinhibitors of HIV-1 Budding by Blocking the Interaction of PTAP/TSG101 | Potency, µM (titrated, usually from 115 µM), for inactives: top-dose activity change, negative = inhibition, actives largely listed as inhibitors | Fluorescence polarization, FITC-PTAP peptide / Tsg101 binding | 340,000 tested, under 10 active; active = well fitted inhibition curve with a large enough effect in the main read-out, with a control signal flat, not every such curve was filed as active; inconclusive = small, poorly fitted or top-dose-only effect, or effect the other way, or a change in a side signal; inactive = no such curve, though single readings can be large or run the other way; also: potency is read from the fitted curve at half-maximal effect; % of control where 0% means no effect
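Tsg101 binding domain (10 uM final) was mixed with compound and a FITC-labeled PTAP peptide (50 nM final) in HEPES pH 7.5 buffer with NaCl, Tween 20, EDTA and TCEP; fluorescence polarization was read after 20 min at r.t.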
CXXC DNA block – qHTS Fluorescence Polarization Assay for Inhibitors of MLL CXXC domain - DNA interaction; Histone-lysine N-methyltransferase 2A (Homo sapiens), Q03164; Potency, µM (top dose mostly 115 µM), for the others: at the top dose activity change, negative = inhibition, actives largely listed as inhibitors; MLL-CXXC / FITC-HOXA9 DNA fluorescence polarization; 290,000 tested, 0.037% active; active = well fitted inhibition curve with a large enough effect in the polarisation, with a control signal flat, not every such curve was filed as active; inconclusive = small, poorly fitted or top-dose-only effect, or effect the other way, or a change in a side signal; inactive = no such curve, though single readings can be large or run the other way; the % refers to the polarisation; also: potency is read from the fitted curve at half-maximal effect
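Purified MLL-CXXC (added from a 7 uM solution) was preincubated 5 min at ambient with pinned compounds in 50 mM Tris-HCl pH 7.5, 50 mM NaCl, 1 mM DTT, 0.05% BSA. Fluorescein-labeled HOX-A9 DNA (50 nM solution) followed, 30 min, then polarization read.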
Menin MLL FP TR – qHTS Assay for Inhibitors Targeting the Menin-MLL Interaction in MLL Related Leukemias: Competition With Texas Red Labeled MLL-derived Mutant Peptide | O00255 | Menin + Texas Red MLL mutant peptide, fluorescence polarization | Potency, µM (top dose mostly 61.6 µM), inactives show at the highest dose FP activity change, negative = inhibition, usual class: inhibitors | 270,000 tested, 0.23% active; active = well fitted inhibition curve with a large enough effect in the polarisation, with a control signal flat, not every such curve was filed as active; inconclusive = small, poorly fitted or top-dose-only effect, or effect the other way, or a change in a side signal; inactive = no such curve, though single readings can be large or run the other way; the % refers to the polarisation; also: potency is read from the fitted curve at half-maximal effect; % of control where 0% means no effect; many of its hits are not listed in these tables
TSHR antag – Antagonists of the Thyroid Stimulating Hormone Receptor: HTS campaign; AID 504810, 2011; activity change, negative = inhibition, % at 11.5 µM; 330,000 tested, 0.2% active; TSHR-expressing cells, TSH-stimulated cAMP HTRF, 2 h; active compounds read low;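 active = activity change below a set negative limit, meaning inhibition stronger than a set level, cut at about -70% in these data; inconclusive = activity change between two set negative limits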; also: % is scaled to controls: 0 for no effect and ±100 for the full control effect
Target sequence (P16473 whole entry, looked up): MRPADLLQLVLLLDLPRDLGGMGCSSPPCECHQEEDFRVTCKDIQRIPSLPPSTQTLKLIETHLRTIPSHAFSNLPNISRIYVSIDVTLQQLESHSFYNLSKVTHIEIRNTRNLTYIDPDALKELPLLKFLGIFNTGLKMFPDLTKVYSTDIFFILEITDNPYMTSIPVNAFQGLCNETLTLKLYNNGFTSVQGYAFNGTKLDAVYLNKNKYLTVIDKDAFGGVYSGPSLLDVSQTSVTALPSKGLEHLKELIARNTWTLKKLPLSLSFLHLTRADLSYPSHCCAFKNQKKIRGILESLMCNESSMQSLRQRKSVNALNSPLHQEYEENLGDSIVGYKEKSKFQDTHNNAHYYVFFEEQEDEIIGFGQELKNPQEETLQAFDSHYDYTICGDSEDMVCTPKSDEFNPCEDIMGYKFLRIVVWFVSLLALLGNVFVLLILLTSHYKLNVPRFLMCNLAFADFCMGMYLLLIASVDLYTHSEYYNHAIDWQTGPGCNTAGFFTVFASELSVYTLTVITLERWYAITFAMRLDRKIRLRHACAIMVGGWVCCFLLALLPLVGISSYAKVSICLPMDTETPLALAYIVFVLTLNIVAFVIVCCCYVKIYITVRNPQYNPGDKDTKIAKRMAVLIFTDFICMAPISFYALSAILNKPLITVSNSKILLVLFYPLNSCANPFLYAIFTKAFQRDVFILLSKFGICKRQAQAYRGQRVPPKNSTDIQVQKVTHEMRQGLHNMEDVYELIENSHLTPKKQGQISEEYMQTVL
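Cell-based HTRF cAMP assay; TSHR cells + compound, TSH EC80 (4nM final), 2 h, 37 deg C. Lysis with anti-cAMP cryptate and cAMP-d2, 30 min RT, read 665/620 nm.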
a7 integrin act – qHTS for Activators of Integrin-Mediated Alleviation for Muscular Dystrophy. alpha7betagal myoblasts, beta-gal FDG fluorescence, 48 h. Potency, µM (series often up to 38.3 µM), for inactives: top-dose activation, actives largely listed as activators. 350,000 tested, 0.064% active;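 also: potency is read from the fitted curve at half-maximal effect; 100% = response of the positive control SU9516; nearly all actives have a fitted effect of over 60% in size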
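alpha7betagal+/- myoblasts (passage 13, 250/well) treated 48 h at 37C with compounds at 1:260 dilution of DMSO stock. Lysed, then beta-galactosidase activity read as FDG fluorescence (ex 480/em 540) after 30 min, with pre-read for autofluorescence.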
Mito fusion yeast – qHTS Assay for Small Molecule Inhibitors of Mitochondrial Division or Activators of Mitochondrial Fusion | 320,000 tested, 0.23% active | Potency, µM (highest dose often 46.1 µM), inactives show at the highest dose growth rescue (activation), actives largely listed as activators | S. cerevisiae fusion-defective mutant growth rescue, CellTiterGlo 48 h | AID 485298, 2010;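 also: potency is read from the fitted curve at half-maximal effect; % of control where 0% means no effect; nearly all actives have a fitted effect of over 45% in size; temperature-sensitive fusion mutants such as fzo1-1 at 37 °C on non-fermentable ethanol glycerol medium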
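Growth-rescue viability read-out: after 48 h at the non-permissive 37C in glycerol/ethanol YPEG, yeast mitochondrial fusion mutants are measured by CellTiterGlo luminescence; compounds (23 nl pinned per well) restoring growth score as division inhibitors or fusion activators.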
TCR activator – Activators of T cell receptors: qHTS campaign; primary human leukocytes, anti-CD3, IL-2 HTRF, 48 h; Potency, µM (doses to about 9.22 µM), for inactives: at the highest dose activation of IL-2 secretion, actives largely listed as activators; 330,000 tested, under 10 active; AID 504894, 2011; also: % of control where 0% means no effect
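Using a-CD3 beads without co-stimulation, primary human leukocytes were exposed to compounds for 48 hr. An HTRF IL-2 kit measured the cytokine, with europium-to-d2 energy transfer producing emission at 665nm upon 320nm excitation.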
AT treatment – qHTS Assay for Identifying a Potential Treatment of Ataxia-Telangiectasia | Potency, µM (doses to about 57.5 µM), without a hit: at the top dose activation, usual class: activators | 320,000 tested, 0.19% active | […] A-T fibroblasts, KAP-1 phosphorylation AlphaLISA; neocarzinostatin DNA damage 30 min before lysis; also: potency is read from the fitted curve at half-maximal effect; % of control where 0% means no effect; nearly all actives have a fitted effect of over 45% in size
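ATM-like activity read as KAP-1 phosphorylation via AlphaLISA donor/acceptor antibody pairs after lysis and 6 hr at 25C. Cells were ATM-null patient fibroblasts ([…], hTERT), dosed 60 min, then exposed to the DSB inducer NCS for 30 min.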
Numbers without * were called inactive; [ ] = another dose, or the depositor's remark. Unless noted, calls follow the shape of the dose curve; as a rule, active = well fitted curve in the direction sought with a large enough effect; inconclusive = small, poorly fitted or top-dose-only effect, or another doubt; inactive = no such curve, though single readings can be large; an effect the other way counts as inactive or inconclusive. The list is partial; count on the stated rates, not on these rows.

O=P(OC1CCS(=O)(=O)C1)(c1ccccc1)c1ccccc1 (stereo not drawn) was read as S-ASM inh 3%, MBNL1-CUG inh -1%, PTAP TSG101 blk -1%, CXXC DNA block 3%, Menin MLL FP TR 0%, TSHR antag 10, a7 integrin act -13%, Mito fusion yeast 5%, TCR activator -3% and AT treatment 15%.
`Cc1ccc(C(=O)/C=C/c2ccccc2)o1` gave S-ASM inh -6%, MBNL1-CUG inh 2%, PTAP TSG101 blk -8%, CXXC DNA block 2%, Menin MLL FP TR 4%, TSHR antag 4, a7 integrin act -67%[inhibitor], Mito fusion yeast -3% and AT treatment 1%.
`CN(C)CCCNC(=S)NCCNc1nc2cc3c(cc2cc1C#N)OCO3` gave MBNL1-CUG inh inconclusive, PTAP TSG101 blk -1%, CXXC DNA block 3%, Menin MLL FP TR -6%, TSHR antag -8, a7 integrin act 0%, Mito fusion yeast -6%, TCR activator -2% and AT treatment 10%.
Screening CCCCCCn1c(=O)[nH]c2nc3cc(N)ccc3nc2c1=O returned S-ASM inh -6%, MBNL1-CUG inh inconclusive, PTAP TSG101 blk inconclusive, CXXC DNA block inconclusive, Menin MLL FP TR inconclusive, TSHR antag 21, a7 integrin act -10%, Mito fusion yeast 7%, TCR activator 0%[46.1 µM] and AT treatment 7%.
Screening C=CC1C(N2CCOCC2)C(C)(C)S1(=O)=O (stereo not drawn) returned S-ASM inh -11%, MBNL1-CUG inh 5%, PTAP TSG101 blk 0%, CXXC DNA block -4%, Menin MLL FP TR 1%, TSHR antag -3, a7 integrin act 12%, Mito fusion yeast 0%, TCR activator 13% and AT treatment 6%.
For COc1ccc(-c2noc(-c3ccccc3-c3ccccc3)n2)cc1OC the results were S-ASM inh -7%, MBNL1-CUG inh -2%, PTAP TSG101 blk -1%, CXXC DNA block -3%, Menin MLL FP TR 50%[activator], TSHR antag -14, a7 integrin act 27%, Mito fusion yeast 21%, TCR activator 2% and AT treatment 15%.
`CC(=O)Nc1ccc(NC(=O)C(C)Oc2ccc(C)nc2[N+](=O)[O-])cc1` (stereo not drawn) gave S-ASM inh 5%, PTAP TSG101 blk -7%, TSHR antag 7, a7 integrin act 13%, Mito fusion yeast -6%, TCR activator 2% and AT treatment -3%.
`COc1ccc(NS(=O)(=O)c2ccc(O)c([N+](=O)[O-])c2)cc1S(=O)(=O)N1CCCCC1` gave S-ASM inh -2%, PTAP TSG101 blk -4%, TSHR antag -2, a7 integrin act -2%, TCR activator -2%[46.1 µM] and AT treatment -19%.
For O=C(O)c1ccc(Oc2c(C(F)(F)F)oc3cc(O)ccc3c2=O)cc1 the results were S-ASM inh 0%, MBNL1-CUG inh -4%, PTAP TSG101 blk -8%, CXXC DNA block 0%, Menin MLL FP TR -9%, TSHR antag -1, a7 integrin act 10%, Mito fusion yeast 5%, TCR activator -3% and AT treatment 0%.
CCC(C)c1ccc(OCCn2ccnc2)cc1 (stereo not drawn) was read as S-ASM inh 3%, MBNL1-CUG inh -14%, PTAP TSG101 blk -5%, CXXC DNA block 12%, Menin MLL FP TR -14%, TSHR antag 2, a7 integrin act -13%, Mito fusion yeast -6%, TCR activator -1%[46.1 µM] and AT treatment 0%.
Screening CC(C)Nc1nc(-c2cccnc2)nc(-c2ccccc2)c1C#N returned S-ASM inh 12%, MBNL1-CUG inh 2%, PTAP TSG101 blk 0%, CXXC DNA block -14%, Menin MLL FP TR -20%, TSHR antag 2, a7 integrin act -19%, Mito fusion yeast 15%, TCR activator -4% and AT treatment 23%.
For CCOc1ccc(NS(=O)(=O)c2ccc(NS(C)(=O)=O)cc2)cc1 the results were S-ASM inh 0%, MBNL1-CUG inh -1%, PTAP TSG101 blk -6%, CXXC DNA block 1%, Menin MLL FP TR 3%, TSHR antag 1, a7 integrin act 41%, Mito fusion yeast 1%, TCR activator 7% and AT treatment -16%.
COCCNCCOCCOc1ccc(Cl)c(C)c1 was read as S-ASM inh 1%, MBNL1-CUG inh 0%, PTAP TSG101 blk -3%, CXXC DNA block -4%, Menin MLL FP TR -9%, TSHR antag 14, a7 integrin act -47%[inhibitor], Mito fusion yeast -4%, TCR activator -1% and AT treatment -1%.
`CCCCCc1ccc(-c2ccc(/C=C/C(=O)O)cc2)nc1` gave S-ASM inh 8%, PTAP TSG101 blk 1%, CXXC DNA block -3%, Menin MLL FP TR 8%, TSHR antag -36, a7 integrin act 7%, Mito fusion yeast 13µM*, TCR activator 2%[46.1 µM] and AT treatment -6%.
CN(CC(=O)Nc1ccc(F)cc1)C(=O)COC(=O)CSc1ccc(F)cc1 was read as S-ASM inh 0%, PTAP TSG101 blk -1%, TSHR antag -1, a7 integrin act -3%, Mito fusion yeast -1%, TCR activator -24% and AT treatment 2%.
For COc1ccc(CCNc2nc(C)nc3c2nnn3Cc2ccccc2)cc1OC the results were S-ASM inh 0%, MBNL1-CUG inh 3%, PTAP TSG101 blk -4%, CXXC DNA block -16%, Menin MLL FP TR 2%, TSHR antag -4, a7 integrin act -1%, Mito fusion yeast 0%, TCR activator -1% and AT treatment 3%.
`CCOc1ccc(NC(=O)CSc2nnc(CNC(=O)c3ccco3)o2)cc1` gave S-ASM inh 3%, MBNL1-CUG inh 0%, PTAP TSG101 blk -5%, CXXC DNA block 11%, Menin MLL FP TR 14%, TSHR antag -3, a7 integrin act 0%, Mito fusion yeast 7%, TCR activator 0% and AT treatment 1%.
`COCCn1nnnc1C(c1cc2cc(OC)c(OC)cc2[nH]c1=O)N1CCN(c2ccc(O)cc2)CC1` (stereo not drawn) gave S-ASM inh 105%[activator], MBNL1-CUG inh -8%, PTAP TSG101 blk -1%, CXXC DNA block -8%, Menin MLL FP TR -1%, TSHR antag -2, a7 integrin act -20%, Mito fusion yeast -1%, TCR activator -1% and AT treatment 5%.
`CC(C)c1ccc(C2(C)NC(=O)N(C(C)C(=O)Nc3ccc(N4CCOCC4)cc3)C2=O)cc1` (stereo not drawn) gave S-ASM inh -1%, PTAP TSG101 blk -9%, TSHR antag 14, a7 integrin act 33%, Mito fusion yeast 1%, TCR activator -58% and AT treatment -8%.
Screening Cc1cc2nc(-c3cccnc3SCC(=O)NC3CC3)[nH]c2cc1C returned MBNL1-CUG inh -5%, CXXC DNA block 5%, Menin MLL FP TR -24%, TSHR antag 4, Mito fusion yeast 0% and AT treatment 2%.
Screening CC1CCc2nc(N)c(C#N)c(-c3cccn3C)c2C1 (stereo not drawn) returned S-ASM inh 4%, MBNL1-CUG inh 4%, PTAP TSG101 blk -8%, CXXC DNA block 13%, Menin MLL FP TR -1%, TSHR antag -10, a7 integrin act 3%, Mito fusion yeast 14%, TCR activator 1% and AT treatment 16%.
Screening O=C(CSC1=NS(=O)(=O)c2cc(Cl)ccc2N1)NCc1ccccc1 returned PTAP TSG101 blk 0%, TSHR antag 1, a7 integrin act 5%, Mito fusion yeast -4%, TCR activator 4% and AT treatment 8%.
`CC1CCCC(C)N1C(=O)COC(=O)c1cccs1` (stereo not drawn) gave S-ASM inh 6%, PTAP TSG101 blk 1%, TSHR antag -3, a7 integrin act 4%, TCR activator -2% and AT treatment -5%.
Screening CN(CC(=O)Nc1ccc(Cl)c(C(F)(F)F)c1)C(=O)c1ccc2c(c1)NC(=O)CS2 returned S-ASM inh -19%, PTAP TSG101 blk -8%, TSHR antag -8, a7 integrin act 5%, Mito fusion yeast -6%, TCR activator -9% and AT treatment -4%.
`CC(Sc1nnc(C2CC2)n1C1CC1)C(=O)NC1(C#N)CCCCC1` (stereo not drawn) gave S-ASM inh 9%, PTAP TSG101 blk 1%, TSHR antag 1, a7 integrin act 0%, Mito fusion yeast -8%, TCR activator 3% and AT treatment -3%.
